High-throughput results (PubChem)
S1P3 antagonist: S1P3 receptor antagonists, primary screen, cell-based; Sphingosine 1-phosphate receptor 3 (Homo sapiens), Q99500; CHO S1P3 NFAT-BLA reporter, FRET fluorescence, antagonist mode; inhibition, % at 4.98 µM; actives 0.27% (n = 170,000); AID 485, 2006;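 active means inhibition above the plate cutoff, the mean inhibition of test wells on that plate plus 3 SD, cut at about 28% in these data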;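 further: cells challenged with S1P at its EC80 of 0.8 µM; blue over green emission ratio from cleaved BLA substrate after 4 h stimulation; 0% = S1P-stimulated wells and 100% = unstimulated DMSO-only wells; some compounds past the cut are filed as inactive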
Target sequence (Q99500 whole entry, looked up): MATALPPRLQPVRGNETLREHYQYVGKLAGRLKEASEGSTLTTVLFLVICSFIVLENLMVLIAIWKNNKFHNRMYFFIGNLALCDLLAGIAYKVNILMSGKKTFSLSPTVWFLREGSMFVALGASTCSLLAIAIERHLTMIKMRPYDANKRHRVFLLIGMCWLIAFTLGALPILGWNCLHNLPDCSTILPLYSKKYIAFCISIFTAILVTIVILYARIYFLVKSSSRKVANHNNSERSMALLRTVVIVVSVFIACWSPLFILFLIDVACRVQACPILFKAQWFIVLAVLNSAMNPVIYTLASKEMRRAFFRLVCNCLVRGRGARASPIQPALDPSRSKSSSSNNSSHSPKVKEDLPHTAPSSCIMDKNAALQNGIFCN
* hit, by the source's call. Not all compounds are listed (hit frequency here may not be typical).

SMILES	S1P3 antagonist
Cc1c(C(=O)NCCSCc2cccc(C(F)(F)F)c2)cnn1-c1ccc(Cl)cc1	-4
CC1=CC(C)(C)NC(=S)N1NC(=O)c1ccccc1Cl	-11
COc1ccc2oc(C(=O)Nc3nc4ccccc4[nH]3)c(C)c2c1	-12
O=S(=O)(c1ccc(Cl)cc1)c1nc(-c2ccco2)oc1N1CCOCC1	8
O=C1C(=O)N(c2ccc(O)cc2)C(c2ccccc2[N+](=O)[O-])/C1=C(\O)c1ccccc1 (stereo not given)	-24
Cn1c(SCC(=O)Nc2ccc3[nH]c(=O)[nH]c3c2)nnc1-c1ccc(F)cc1	-1
CSc1ccc(CCNC(=O)c2cc(C)nn2-c2ccccc2)cc1	4
Cc1cccc(N2CCN(C(=O)COc3cc(=O)n(C)c4ccccc34)CC2C)c1 (stereo not given)	14
CNC(=O)COC(=O)c1c2c(nc3ccccc13)CCC2	3
O=c1[nH]c(=S)n(C2CCCCC2)c(O)c1C=NCCN1CCOCC1	5
COc1ccc(OC)c(NC(=O)CSc2nncc3ccc(OC)c(OC)c23)c1	0
Cc1ccnc(NC(=O)COC(=O)C23CC4CC(CC(C4)C2)C3)n1	-3
O=C(NN1C(=O)/C(=C/c2cccs2)SC1=S)c1cccnc1	-9
O=C(c1ccc2ccccc2c1)C1CCCN(C(=O)c2cnccn2)C1 (stereo not given)	3
Nc1nc(N)c(N=Nc2ccc(C(=O)O)cc2)c(N)n1	-9
NC(N)=NS(=O)(=O)c1ccc(N=C2C(=O)Nc3ccccc32)cc1	-15
Cc1c(C(=O)N(Cc2ccccc2)C(C)C)cnn1-c1ccccc1	12
Cc1ccc(OCc2nnc(NC(=O)c3cccnc3)s2)cc1	3
N/C(CN1CCSCC1)=N\OCc1c(F)cccc1Cl	-13
O=C(O)/C=C/c1cn(Cc2ccccc2Cl)nc1-c1ccccc1	2
Cc1ccc2c(c1)nnn2C1CCN(CC(=O)N(c2ccccc2)c2ccccc2)CC1	12
COc1ccc(CCN(C)Cc2nc(-c3cnccn3)no2)cc1OC	-9
CS(=O)(=NS(=O)(=O)c1ccc(Cl)cc1)c1ccccc1 (stereo not given)	-8
CCCc1ccc(OCc2ccccc2)c2c(=O)cc(C(=O)OCC)oc12	-7
CC(=O)Nc1cccc(OCCCNC(=O)C2CCC2)c1	-14
O=C(Nc1ccc(C(F)(F)F)cc1)N1CCN(c2ccnc3cc(Cl)ccc23)CC1	11
COCCn1c(C)cc(C(=O)COC(=O)c2cccc(O)c2)c1C	-2
COc1ccc(C2CC(C)(c3ccc(OC)cc3)Nc3ccccc3N2)cc1 (stereo not given)	1
Cc1cccn2c(=O)c3cc(C(=O)NCc4ccccn4)n(C)c3nc12	8
O=c1oc2ccccc2c(Nc2ccc(Cl)cc2)c1[N+](=O)[O-]	-6
CCOC(=O)NC(=O)/C(C#N)=N\Nc1cccc(Cl)c1	-3
O=C1/C(=C/c2ccncc2)N=C2CCCCCN12	-14
Cn1c(SCc2ccccc2)nnc1-c1ccc2nonc2c1	30*
Oc1ccccc1-c1nc(NCc2cccnc2)c2ccccc2n1	5
N/C(=N\OC(=O)c1cnn(-c2ccccc2)c1C(F)(F)F)c1ccc(C(F)(F)F)cc1	-2
COC(=O)c1sccc1NC(=O)C1CC(C)=C(C)CC1C(=O)O (stereo not given)	-4
CC1(C)CC2(C)OC(=N)C1(C#N)C2(C#N)C#N (stereo not given)	4
O=C(NCCc1c[nH]c2ccccc12)/C(=C\c1cccnc1)NC(=O)c1ccccc1Br	8
O=C(Nc1ccccc1N1CCN(C(=O)c2ccccc2)CC1)c1cccc(Cl)c1	-2
COc1ccc(OC)c(S(=O)(=O)NCCc2csc(-c3cccnc3)n2)c1	7

Structural class, the compounds so far with a cyano group (2)
SMILES	S1P3 antagonist
CCOC(=O)NC(=O)/C(C#N)=N\Nc1cccc(Cl)c1	-3
CC1(C)CC2(C)OC(=N)C1(C#N)C2(C#N)C#N (stereo not given)	4

(cont.)
SMILES	S1P3 antagonist
O=C(CSc1nc2ccc(Cl)cc2[nH]1)c1cccs1	5
Cc1ccn2cc(CCNS(=O)(=O)c3ccc([N+](=O)[O-])cc3)nc2c1	12
COc1ccc(N2C(=O)CC(N(CCc3ccccc3)C(=O)c3ccccc3)C2=O)cc1 (stereo not given)	-9
Cc1ccsc1/C=N/N1CCN(c2ccccn2)CC1	10
O=C1NCCC/C1=N/Nc1cc(F)ccc1F	15
Cc1ccc(/C=C/C(=O)OCn2nnc3ccccc3c2=O)o1	-3
NS(=O)(=O)c1ccc(CNC(=O)/C=C/c2cccc([N+](=O)[O-])c2)cc1	-7
COc1ccc(Cn2cnc([N+](=O)[O-])c2)cc1[N+](=O)[O-]	-14
Cc1ccc(S(=O)(=O)n2nc(-n3c(C)ccc3C)c3c(F)cccc32)c2ccccc12	15
CCC(Sc1nc2cc(OC)c(OC)cc2c2nc(C)nn12)C(=O)NCc1ccco1 (stereo not given)	-49
COc1cc(-c2cc(C(=O)Nc3ccc(N4CCOCC4)cc3)c3ccccc3n2)cc(OC)c1OC	-1
C=C1SC(=Nc2ccccc2Cl)N(C(=O)c2sc3ccccc3c2Cl)C12CCCCC2	4
O=C(NC1CCCCC1)Oc1cc2oc(=O)sc2cc1Br	-13
Cc1ccc(Sc2nc(C)c([N+](=O)[O-])c(C)c2C#N)cc1	0
COc1ccc(/C(C)=N/N=C(N)N)c(O)c1	-7
Cc1ccc2occ(/C=N/NC(=O)[C@@H](N)Cc3ccccc3)c(=O)c2c1	1
COC(=O)c1sccc1NC(=O)CC1C(=O)NCCN1C(=O)c1c(F)cccc1Cl (stereo not given)	-3
CCCCOCCCNC(=S)Nc1ccc(S(=O)(=O)N2CCOCC2)cc1	11
CSc1nc(-c2ccccc2)c(C#N)c(=O)[nH]1	-10
O=C(CC1SC(=O)NC1=O)Oc1ccc(/C=N/NC(=O)c2ccccc2O)cc1 (stereo not given)	-6
CCCOc1ccc(C(=O)c2ccccc2C(=O)O)cc1OCCC	3
Cc1cc(C)n(-c2ccc(S(=O)(=O)N3CCOCC3)cc2[N+](=O)[O-])n1	1
Cc1ccc(/C=C/C(=O)c2ccc(O)cc2)cc1	-5
COC(=O)c1scc(C)c1NC(=O)/C=C/C(=O)O	1
NC(=O)C1CCN(C(=O)/C=C/c2cccc(Br)c2)CC1	-6
Cc1nc(C)c(-c2nnc(-c3ccccc3Cl)o2)cc1C(=O)NN	4
Cc1cc(N2CCN(c3ccccc3)CC2)nc(N2CCOCC2)n1	-15
CCOC(=O)/C=C1/N(C)c2ccccc2C1(C)C	18
O=C(NCCC1CC1(Cl)Cl)Nc1ccccc1 (stereo not given)	1
CN(C)/C=C1\SC(=S)N(c2ccc(Br)cc2)C1=O	7
Cc1cccc(C)c1NC(=O)C(C)N1CCCCC1 (stereo not given)	5
O=C(Nc1ccnc(=O)[nH]1)c1sc2ccccc2c1Cl	11
CN(C)S(=O)(=O)c1ccc(-c2csc(N/N=C/c3ccc(O)cc3)n2)cc1	7
O=C(/C=C/c1cc[n+](CC(=O)c2ccc3cccc4c3c2CC4)cc1)c1ccc2cccc3c2c1CC3	4
O=C(O)CN1C(=O)S/C(=C\c2cccnc2)C1=O	-21
CCCC(=O)NNC(=O)CC(=O)Nc1ccccc1C(=O)O	-17
COCCOC(=O)c1c(NC(=O)CNc2ccc(C)c(F)c2)sc(C(N)=O)c1C	1
CN(CCc1ccccn1)c1ccc([N+](=O)[O-])cn1	2
CCC1(CC)Cc2ccccc2C(=O)N1	-6
CCCN1CNC(=S)N(c2ccc(C)cc2C)C1	-4
O=C(O)c1ccccc1-n1cccc1C(=O)O	11
OCCNNC(=S)NC1CC2C=CC1C2 (stereo not given)	-12
COc1ccc(-c2cc3nc(C)c(CCC(=O)N4CCCCC4)c(C)n3n2)c(OC)c1	16
O=C(Cn1c(=O)oc2ccccc21)Nc1n[nH]c(=S)s1	8
CCOC(=O)c1c(NC(=O)N/N=C/c2ccc(O)c(OC)c2)sc(C(C)=O)c1C	-10
CC(=O)Nc1cc[n+](CC(=O)c2ccc(Cl)cc2)cc1	1
O=C(N/N=C/c1ccc(Cl)cc1)c1n[nH]c2c1CCCC2	11
Nc1c(Cl)cc(S(N)(=O)=O)cc1S(N)(=O)=O	-3
Nc1ncnc(Nc2cccc(F)c2)n1	-1
C=CCNC(=O)COC(=O)CCC(=O)c1cccs1	-5

Next compounds follow:
SMILES	S1P3 antagonist
Cc1cc(O)c(C(C)C)cc1N=Cc1cc([N+](=O)[O-])ccc1O	0
O=C(Nc1ccc(F)cc1)OCCOc1ccc(Br)cc1	-4
CCOc1cc2[nH]c(=O)n(CCCCC(=O)NC3CCCCC3)c(=O)c2cc1OCC	-19
COc1ccccc1/C=C/C=N/n1c(-c2ccccc2)n[nH]c1=S	13
CC1=NN(c2ccccc2)C(=O)/C1=C\C=C\c1ccccc1	-5
CCOc1ccc(OCc2ccc(C(=O)NN)o2)cc1	12
COCCN1CCn2c(nc3cc(NC(=O)Cn4nc(C)c5ccccc5c4=O)ccc32)C1	-12
O=S(=O)(Nn1c(O)c(C=C2N=c3ccccc3=N2)sc1=S)c1ccccc1	-7
Cc1ccc(C(=O)N/N=C\c2ccc(-c3ccc(Cl)c(Cl)c3)o2)cn1	-30
Cc1cccc(N2C(=O)C(O)=C(C(=O)c3cccs3)C2c2ccccc2)n1 (stereo not given)	4
COc1cc2c(cc1OC)CN(C(=O)c1sc(-c3cnccn3)nc1C)CC2	0
CC(=O)Nc1ccc(S(=O)(=O)/N=C2\C(=O)c3ccccc3C([O-])=C2n2cc[n+](-c3ccccn3)c2)cc1	-11
CC1CN(c2ccc([N+](=O)[O-])cc2Cl)CCN1S(C)(=O)=O (stereo not given)	-1
COC(=O)c1ccc(S(=O)(=O)N2CCCN(Cc3ccc(F)cc3)CC2)n1C	2
O=C(CC1C(=O)NCCN1C(=O)Nc1ccccc1)Nc1ccc(F)cc1 (stereo not given)	5
Cc1cccc(Nc2nc(N)c([N+](=O)[O-])c(NCc3ccccc3)n2)c1	7
CCOC(=O)c1[nH]c(C)c(/C(O)=C2\C(=O)C(=O)N(CCCN3CCOCC3)C2c2cccs2)c1C (stereo not given)	-10
COC(=O)CNC(=O)c1ccc(F)cc1	-6
COc1ccccc1C1=NOC(COC(=O)c2ccc([N+](=O)[O-])cc2)C1 (stereo not given)	-19
O=C(Nc1ccc(F)cc1)Nc1ccccc1C(=O)NCCN1CCNC1=O	-14
Cc1cc(C)c(Nc2ncnc(N)n2)c(C)c1	-10
CC(=O)c1ccc(OCc2ncc(C(F)(F)F)cc2Cl)cc1	-9
O=C(CC(c1ccccc1)c1cc(Cl)ccc1O)N1CCCC1 (stereo not given)	2
Cc1nc(-c2cccnc2)sc1C(=O)N/N=C/c1ccccc1Cl	-8
CC(=O)/C=C(\C)Nc1ccccc1O	0
COc1ccc(/C=N/NC(=O)c2nonc2N)cc1OC	1
CCOC(=O)Cc1csc(NC(=O)/C=C/c2ccc(Br)o2)n1	22
CN(C)c1ccc(C(=O)Nc2ccc(CN3CCS(=O)(=O)CC3)cc2)cc1	8
Cc1ccc2c(c1)C(=C(C#N)C#N)C(=O)N2CCN1CCOCC1	7
Cn1c(=O)c([N+](=O)[O-])c(NCc2ccccc2Cl)c2ccccc21	4
O=C(Oc1ccc(NC(=O)c2cc3c(cc2Br)OCO3)cc1)c1ccccc1	7
O=C(CC1Sc2ccccc2NC1=O)NNC(=O)Nc1ccc(Cl)cc1 (stereo not given)	3
C/C(=N\NC(=S)Nc1cc(S(=O)(=O)N2CCOCC2)ccc1Cl)c1ccc(N2CCOCC2)cc1	-7
Cc1cnc(NS(=O)(=O)c2ccc(Cl)cc2)c(Br)c1	-12
OC(COc1ccc(Cl)cc1)CN1CCN(c2cccc(Cl)c2)CC1 (stereo not given)	6
CCc1ccc(C(=O)NNc2cc(Cl)ccc2Cl)cc1	-4
Cc1ccccc1N1CCN(Cc2nc(Cc3ccccc3F)no2)CC1	14
O=C(CNC(=O)c1cccc(F)c1)OCC(=O)N1CCN(C(=O)c2ccco2)CC1	-11
CC1CCN(CCCNC(=O)Cc2c(C(=O)O)n(C)c3ccccc23)CC1	-23
CC(=O)Nc1ccc(NC(=O)C2CC(=O)Nc3ncnn32)cc1 (stereo not given)	-6
CCN1CCCC(Sc2nc3c([nH]2)c(=S)n(C)c(=O)n3C)C1 (stereo not given)	-6
Cc1ccc(NC(=S)N(CCC(C)C)C(C)c2ccncc2)c(Cl)c1 (stereo not given)	-4
O=C(Cc1cccc2ccccc12)N/N=C/c1ccc2cccc(O)c2n1	-10
Cn1nnnc1SCc1nc2scc(-c3ccccc3)c2c(=O)[nH]1	-12
CN1CCN(CC(=O)NC23CC4CC(CC(C4)C2)C3)CC1	3
NC(N)=NS(=O)(=O)c1ccc(NC(=S)NC(=O)c2ccccc2)cc1	-1
CCCOc1ccc(C(=O)O)cc1	-12
N#CCCCn1c(O)c(N=NC(=O)C(O)c2ccccc2)c2ccccc21 (stereo not given)	5
O=C(Nc1ccc(Oc2cccc(C(F)(F)F)c2)nc1)c1cccs1	-6
